# Screening data as filed in PubChem.
# TcdB GH inh: TcdB glycohydrolase inhibitors, primary screen, biochemical, single point, plate reader; TcdB glycohydrolase enzymatic assay; inhibition, % at 9.99 µM; 350,000 tested, 0.24% active; Toxin B (Clostridioides difficile), P18177; in the data active = inhibition above about 10%
# FadD28 binding: inhibitors of FadD28 bisubstrate probe binding, primary screen, biochemical, fluorescence polarization, single point. inhibition, % at 12.5 µM. AID 588549, 2011. 360,000 tested, 0.22% active. Mycobacterium tuberculosis FadD28 fatty-acid-AMP ligase; in the data active = inhibition above about 8.5%, passing the limit was not always enough; inconclusive = no clear call, values can overlap the other calls
# BoNT F protease: BoNT/F light chain protease inhibitors, primary screen, biochemical, flow cytometry, MLPCN library; Botulinum neurotoxin type F light chain protease (Clostridium botulinum); inhibition, % at 10 µM; AID 588497, 2011; Multiplex microsphere protease cleavage assay; 360,000 tested, 0.22% active; in the data active = inhibition above about 35%, passing the limit was not always enough; inconclusive = no clear call, values can overlap the other calls; also: plate controls were buffer without enzyme for full effect and enzyme alone for no effect
# Yp Topo-I inh: Yersinia pestis topoisomerase I inhibitors, primary screen, biochemical, cleavage product accumulation, plate reader, single point. DNA topoisomerase I (Yersinia pestis CO92). Y. pestis Topo-I cleavage product accumulation. activity, % at 10 µM. 360,000 tested, 0.064% active; in the data active = activity above about 50%, passing the limit was not always enough; inconclusive = no clear call, values can overlap the other calls; also: inactives centre near 2
# BoNT-A LC inh2: BoNT/A light chain protease inhibitors, primary screen, biochemical, flow cytometry, MLPCN library; Botulinum neurotoxin type A light chain protease (Clostridium botulinum A str. ATCC 3502); inhibition, % at 10 µM; multiplex microsphere protease substrate cleavage; 360,000 tested, 0.17% active; AID 588499, 2011; also: plate controls were buffer without enzyme for full effect and enzyme alone for no effect
# PrPC TRFRET: inhibitors of human cell surface prion protein PrPC, primary screen, cell-based, TR-FRET | 370,000 tested, 0.43% active | TR-FRET read-out | Major prion protein (Homo sapiens), P04156 | inhibition, % at 13.8 µM; in the data active = inhibition above about 24%; also: 0% = median of the test wells and 100% = reference compound wells
# CCHF vOTU inh: CCHFV vOTU protease inhibitors, primary screen, biochemical, Pep-AMC substrate, fluorescence; Crimean-Congo hemorrhagic fever virus L polyprotein viral ovarian tumor (vOTU) protease …; inhibition, % at 11.5 µM; 370,000 tested, 0.55% active; in the data active = inhibition above about 30%; also: 0% = vehicle wells with enzyme and 100% = no enzyme wells
# PfHsp40 rescue: rescue of yeast from PfHsp40 toxicity, primary screen, S. cerevisiae, ATP luminescence; S. cerevisiae expressing PfHsp40, growth rescue; 340,000 tested, 0.68% active; AID 504582, 2011; growth rescue, % at 12.5 µM; in the data active = growth rescue above about 28%, passing the limit was not always enough; inconclusive = no clear call, values can overlap the other calls;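 also: yeast W303a lacking pdr1 and pdr3 grown in galactose medium; growth measured after three days at 30 °C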
# Anthrax LF inh2: Bacillus anthracis LF protease inhibitors, primary screen, biochemical, multiplex microsphere, MLPCN library; Lethal factor (Bacillus anthracis), P15917; multiplex microsphere protease cleavage assay; inhibition, % at 10 µM; 360,000 tested, 0.12% active; also: plate controls were buffer without enzyme for full effect and enzyme alone for no effect
# * hit, by the source's call; ? = inconclusive; · = not tested or not shown; & = joins results of further samples. Rule as the data show it, unless noted: active = inhibition above about 30%; inconclusive = no clear call, values can overlap the other calls; inactive = below that.
molecule	CCHF vOTU inh	Yp Topo-I inh	TcdB GH inh	PrPC TRFRET	Anthrax LF inh2	BoNT-A LC inh2	PfHsp40 rescue	FadD28 binding	BoNT F protease
COC(=O)c1cc(NC(=O)CN(c2ccc3c(c2)OCO3)S(C)(=O)=O)ccc1Cl	9	6	·	-3	-3	0.5	-1.3	-4.5	-1
COc1ccccc1C(=O)Nc1ccc(C(=O)c2ccccc2)cc1	20	30	0.8	2	4	0.7	-1.0	-2.9	5
C#CCOCCOCCOCCNc1nc(N2CCN(C(=O)[C@H](CCCCN)n3cc(CCCC)nn3)CC2)nc(N2CCN(C(=O)[C@H](Cc3ccc(O)cc3)n3cc(CCO)nn3)CC2)n1	·	-12	·	·	-10	-1.0	-2.4	-0.2	-52
COc1ccc(-c2nn(-c3ccccc3)cc2/C=C/C(=O)NCCCn2ccnc2)cc1OC	-1	4	2.0	-25	-1	-0.6	0.0	-16	-7
C#CCN(Cc1ccco1)C(=O)c1cc(COc2ccc(F)cc2Cl)on1	10	18	1.8	3	-2	0.1	0.2	-1.2	-1
CCc1ccc([C@@H]2C[C@H]3[C@@H](CN2S(=O)(=O)c2ccc(C)cc2)C(=O)C[C@@H](c2ccc(Cl)cc2)N3S(=O)(=O)c2ccc(C)cc2)cc1	11	·	3.9	6	-1	0.1	·	3.7	3
CCc1c(C)nc(SCC(=O)c2cccs2)c(C#N)c1C	-4	-10	·	-8	7	9.3	1.6	-0.2	5
CCOC(=O)Cc1csc(NC(=O)CSc2nnc(C3CC3)n2C)n1	-6	0	-12	5	1	0.5	0.2	-1.1	13
COc1ccccc1CC(NC(C)=O)C(=O)NC1CCN(C(=O)Nc2ccccc2Cl)CC1 (stereo not given)	-16	-12	0.9	2	1	0.4	-2.3	-3.9	1
Cc1cc(NC(=O)CSc2cc(C)c3ccccc3n2)no1	-2	26	0.7	11	-6	-0.4	0.1	-1.0	2
CCOc1ccc2nc(NC(=O)Nc3cccs3)sc2c1	4	-10	1.8	4	-3	-1.2	-0.3	-3.9	-6
Cc1ccc2nc(N3CCN(C)CC3)[nH]c2c1	6	2	·	6	-6	-1.0	1.9	0.8	-32
CC(=O)NCCCc1nc2ccccc2n1Cc1c(F)cccc1Cl	-6	1	1.7	4	3	1.0	-0.3	-0.1	-2
O=C(Cn1cnc2ccccc2c1=O)c1ccc(Cl)cc1	5	0	-0.5	9	-1	0.3	8.4	-1.2	1
O=C(NCc1ccc(Cl)cc1)C1CCC(=O)N(C2CCCCCC2)C1 (stereo not given)	-6	29	1.0	-4	-2	-1.8	0.5	-23	6
Nc1ccc(S(=O)(=O)NN=Cc2ccccc2[N+](=O)[O-])cc1	0	4	-0.9	-2	-3	0.6	-0.5	-4.1	-2
CC(=O)Nc1ccc(NC(=O)CSC2=NS(=O)(=O)c3ccccc3N2)cc1	-3	3	-1.3	2	-4	1.3	0.5	-0.1	-2
COc1ccccc1NC(=O)C(C)OC(=O)/C(=C/c1ccccc1)NC(C)=O (stereo not given)	-8	1	2.4	1	2	1.5	0.3	-2.0	?
COC(=O)[C@]12CCCCC=C1N(Cc1ccc(Cl)cc1Cl)C(=O)[C@H](CC(=O)NCCCN1CCCC1=O)C2	20	·	1.1	0	-4	0.2	·	·	0
CN1CCN(C(=O)c2cc3ccccc3oc2=O)CC1	6	2	·	-5	0	-0.1	-0.5	-0.1	-5
O=C(O)c1cccc(NC(=S)N/N=C/c2ccccc2OCc2cccc(Br)c2)c1	11	-6	1.9	0	2	-0.3	2.0	-12	-4
O=C(C1CCCCC1)N1CCN(c2ccccc2F)CC1	-49	10	·	1	1	0.1	0.6	-2.0	5
O=C(CCc1nnc(COc2ccccc2)o1)NCCc1cccs1	7	2	0.9	-3	0	-0.2	-1.2	-2.1	0
COc1cc(SC)ccc1C(=O)Nc1cc(C)c(OCC(=O)N2CCOCC2)c(C)c1	11	19	0.4	5	-2	-3.4	-0.7	-0.7	-13
NC(=O)[C@@H]1CCCN1Cc1nc(-c2cccs2)no1	11	10	0.3	-5	-2	-0.5	-2.5	-0.5	0
CC[C@]12c3[nH]c4cc(-c5ccco5)ccc4c3CCN1C(=O)[C@@H](CC(=O)NCc1cccc(C(F)(F)F)c1)C[C@@H]2C(=O)N1CCN(C(=O)c2ccco2)CC1	9	29	0.9	-6	-7	-0.3	0.7	-5.7	-10
C#CCN(C[C@H]1[C@H](OC(=O)NC2CC2)[C@H](OC(=O)NC2CC2)C[C@@H](C(=O)OC)[C@H]1C(=O)OC)S(=O)(=O)c1ccc(C)cc1	-4	15	0.2	-4	-4	-0.6	·	-1.3	3
Cc1cccn2c(NCC3CCCO3)c(C(C)C)nc12 (stereo not given)	-18	-2	·	-8	-2	0.2	0.1	-2.0	-5
CCOc1cc(C(=S)N2CCCC2)ccc1OCC(=O)Nc1c(C)cc(C)cc1C	0	16	·	3	-1	0.3	-0.7	-1.4	3
CN1CCCN(C(=O)CC2(CC(=O)O)CCCC2)CC1	-4	-6	0.0	1	-8	0.6	0.9	0.6	-5
Cc1ccc(OCc2ccc([N+](=O)[O-])cc2)c([N+](=O)[O-])n1	-8	2	1.0	-9	-3	1.0	0.2	-0.9	-6
O=c1[nH]c(=O)n(Cc2ccccc2)c(O)c1C=NCCN1CCOCC1	10	4	·	4	1	-1.1	-0.7	-2.4	-10
OCC1(Cc2cccc(C(F)(F)F)c2)CCN(Cc2cc3ccccc3o2)CC1	21	0	0.1	-5	-1	0.1	9.6	-3.0	0
CCOC(=O)c1c(NC(=O)c2nn(CC)cc2Br)sc2c1CCCCC2	-12	6	·	5	-6	-1.8	-1.0	-1.0	-10
CC(Oc1ccc2oc(-c3ccccc3)c(C(=O)O)c2c1)C(=O)O (stereo not given)	-63	4	·	3	-4	0.2	-0.5	-0.9	-1
Cc1nc2nc(-c3ccco3)[nH]n2c(=O)c1C	-16	-3	·	5	-1	1.0	1.4	0.1	1

# Overlap with the part before: three compounds; new compounds follow.
molecule	CCHF vOTU inh	Yp Topo-I inh	TcdB GH inh	PrPC TRFRET	Anthrax LF inh2	BoNT-A LC inh2	PfHsp40 rescue	FadD28 binding	BoNT F protease
CCOC(=O)c1c(NC(=O)c2nn(CC)cc2Br)sc2c1CCCCC2	-12	6	·	5	-6	-1.8	-1.0	-1.0	-10
CC(Oc1ccc2oc(-c3ccccc3)c(C(=O)O)c2c1)C(=O)O (stereo not given)	-63	4	·	3	-4	0.2	-0.5	-0.9	-1
Cc1nc2nc(-c3ccco3)[nH]n2c(=O)c1C	-16	-3	·	5	-1	1.0	1.4	0.1	1
O=C(NC1CCC(C(=O)O)CC1)OCc1ccccc1 (stereo not given)	-7&4&-7	5&-1&-4	0.9	-3&-7&4	-7&-1&-6	0.0&0.0&1.4	-0.2&-2.0	-3.5&-0.6&-3.2	-2&-2&10
CCN(CC)S(=O)(=O)c1ccc(N2CCOCC2)c(NS(=O)(=O)c2ccc(OC)cc2)c1	5	0	0.1	2	-8	0.4	0.3	-1.1	2
CCN1CCN(Cc2cc(Br)cc(Br)c2O)CC1	10	3	·	1	2	-0.8	-1.8	-2.1	2
COc1ccc(NC(=O)c2cc(C3CCCCN3S(=O)(=O)c3c(C)noc3C)on2)c(C)c1 (stereo not given)	0	24	0.9	0	1	-0.1	·	-1.3	-4
COc1ccccc1NS(=O)(=O)c1cccc(C(=O)N2CCN(Cc3ccc4c(c3)OCO4)CC2)c1	-2	21	1.5	0	0	-0.3	-0.2	0.0	0
CN(c1ccc(OCC(=O)O)cc1)S(=O)(=O)c1ccc2ccccc2c1	0	4	-2.1	3	-8	-2.7	2.0	-3.2	-2
O=Cc1c[nH]c2ncccc12	8	-7	0.1	1	6	0.5	-0.7	0.0	-14
Cc1ccc(S(=O)(=O)N2CCCCC2)cc1NC(=O)Cn1ncc(Cl)c(Cl)c1=O	22	3	2.1	31*	0	0.0	-0.7	1.9	4
S=C(NCCc1ccccc1)NCc1ccccc1Cl	10	1	0.1	8	-2	-0.1	2.4	-1.8	-6
C=CC[C@@H](CC(=O)N(CCO)Cc1ccccc1)C(=O)N[C@H](C)COC(=O)[C@@H](CC=C)Cc1ccc(F)cc1	18	21	0.7	4	-6	0.5	3.6	-1.2	-2
Cc1ccccc1OCc1nnc(SCc2cc(=O)[nH]c3ccccc23)o1	-8	10	·	3	-2	-0.9	-1.1	-2.2	-8
CSc1ccccc1NC(=O)CN1CCCCC1	-4	14	-0.5	6	11	-0.3	0.9	0.1	-7

# Next part, overlapping the part above by 4 compounds.
molecule	CCHF vOTU inh	Yp Topo-I inh	TcdB GH inh	PrPC TRFRET	Anthrax LF inh2	BoNT-A LC inh2	PfHsp40 rescue	FadD28 binding	BoNT F protease
S=C(NCCc1ccccc1)NCc1ccccc1Cl	10	1	0.1	8	-2	-0.1	2.4	-1.8	-6
C=CC[C@@H](CC(=O)N(CCO)Cc1ccccc1)C(=O)N[C@H](C)COC(=O)[C@@H](CC=C)Cc1ccc(F)cc1	18	21	0.7	4	-6	0.5	3.6	-1.2	-2
Cc1ccccc1OCc1nnc(SCc2cc(=O)[nH]c3ccccc23)o1	-8	10	·	3	-2	-0.9	-1.1	-2.2	-8
CSc1ccccc1NC(=O)CN1CCCCC1	-4	14	-0.5	6	11	-0.3	0.9	0.1	-7
Cc1ccc(C(NC(N)=O)c2ccccc2)cc1 (stereo not given)	5	1	·	6	-5	-0.2	-1.3	0.1	2
Cc1ccc(C(C(=O)NCC2CCCO2)N(C(=O)c2snc(C(N)=O)c2N)c2ccccc2F)o1 (stereo not given)	-68	11	0.4	-7	-2	-0.1	0.0	-1.6	3
O=c1[nH]c(=S)[nH]cc1Oc1ccc(Cl)cc1	7	2	1.0	1	1	0.1	-0.4	-0.7	2
Cc1cccc(N(CC(=O)Nc2ccc(-c3nc4ccc(C)cc4s3)cc2)S(C)(=O)=O)c1	-13	14	·	-1	2	-0.9	-0.6	0.2	-22
CCc1ccc(OCC(=O)Nc2ccc(-c3nc4ccccc4o3)c(O)c2)cc1	2	-5	·	2	0	0.4	-0.8	-2.7	2
O=C(CCCc1c[nH]c2ccccc12)N1CCCCCC1	6	15	·	3	5	-0.2	0.7	-1.7	-8
Cc1cc2nc3c(nc2cc1C)CCCC3	-14	-2	0.4	-2	-2	0.5	0.3	-0.4	-13
CN1CCc2cc3c(c4c2C1CC41CCC(=NO)CC1)OCO3 (stereo not given)	-20	8	·	1	-1	0.1	-0.5	-0.6	1
COc1ccc(CN2CN(c3ccc(Cl)cc3)C(=O)N(n3cnnc3)C2)cc1	-8	-8	·	3	-2	0.1	-0.7	-2.0	-4
CCCC1OC23CCCCC2C(C#N)(C#N)C1(C#N)C(=N)O3 (stereo not given)	-59	-4	·	-8	-5	0.0	-1.2	1.3	-10
Cn1c(SCC(=O)Nc2ccc(N3CCOCC3)cc2)nnc1C(F)(F)F	12	-1	1.2	11	1	-0.3	2.1	-2.4	-2
Cc1ccccc1C(=O)NCCCCc1ccccc1	8	-2	·	6	2	0.4	0.4	-3.8	-2
O=[N+]([O-])c1ccccc1-c1ccc(C(=S)N2CCCCC2)o1	10	13	2.4	2	·	·	0.7	-0.3	·
